# Compound activity (PubChem)
# CHRM4 PAM: positive allosteric modulators of human muscarinic M4 receptor | P08173 | CHO-K1 hM4/Gqi5, Fluo-8 calcium fluorescence, ACh EC20; 0% = ACh EC20, 100% = maximal ACh | activation, % at 3 µM | 360,000 tested, 0.4% active;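 active means activation above its plate's cutoff, the mean activation of sample wells plus 3 SD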; further: some results filed as inactive read as strong as hits
# Target sequence (P08173 whole entry, looked up): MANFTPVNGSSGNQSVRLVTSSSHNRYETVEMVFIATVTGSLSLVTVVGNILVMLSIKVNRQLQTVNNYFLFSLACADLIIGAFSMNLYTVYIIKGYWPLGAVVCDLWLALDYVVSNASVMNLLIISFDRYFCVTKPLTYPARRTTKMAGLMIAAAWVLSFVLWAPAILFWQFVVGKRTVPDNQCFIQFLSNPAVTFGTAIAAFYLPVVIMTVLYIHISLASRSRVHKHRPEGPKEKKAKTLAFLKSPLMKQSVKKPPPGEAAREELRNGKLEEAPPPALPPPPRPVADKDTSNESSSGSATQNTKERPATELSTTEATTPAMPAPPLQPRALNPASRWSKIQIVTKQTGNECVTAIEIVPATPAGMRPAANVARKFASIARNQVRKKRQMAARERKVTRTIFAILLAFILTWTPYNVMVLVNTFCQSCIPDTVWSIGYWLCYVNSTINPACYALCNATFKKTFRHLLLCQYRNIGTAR
# M5 antag: CHRM5 antagonism in calcium assay; CHO-hM5 cells, Fluo-8 calcium fluorescence, ACh EC80; inhibition, % at 3 µM; 360,000 tested, 0.59% active;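 active means inhibition above a per-plate cutoff, the mean of that plate's test compounds plus 3 SD, cut at about 27% in these data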;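 further: 0% = acetylcholine EC80 with DMSO and 100% = DMSO without agonist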
# Target sequence (P08912 whole entry, looked up): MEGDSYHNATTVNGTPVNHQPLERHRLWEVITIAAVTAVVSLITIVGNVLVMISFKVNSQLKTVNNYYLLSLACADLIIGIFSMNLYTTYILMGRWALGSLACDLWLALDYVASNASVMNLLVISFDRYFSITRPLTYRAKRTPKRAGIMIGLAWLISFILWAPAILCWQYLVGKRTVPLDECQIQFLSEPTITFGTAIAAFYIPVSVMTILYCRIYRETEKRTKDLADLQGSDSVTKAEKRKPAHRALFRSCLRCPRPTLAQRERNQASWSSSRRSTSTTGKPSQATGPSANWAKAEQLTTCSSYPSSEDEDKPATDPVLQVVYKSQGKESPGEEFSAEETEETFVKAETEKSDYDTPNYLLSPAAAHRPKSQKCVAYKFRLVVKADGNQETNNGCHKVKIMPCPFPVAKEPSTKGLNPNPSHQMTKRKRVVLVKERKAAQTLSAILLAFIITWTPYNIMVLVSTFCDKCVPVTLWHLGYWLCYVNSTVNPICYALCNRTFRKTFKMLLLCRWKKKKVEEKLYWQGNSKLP
# CHO-K1 Ca PAM: nonselective activator or artifact in parental CHO-K1 calcium assay; ATP EC20, Fluo-8 calcium fluorescence; 0% at ATP EC20, 100% at ATP max; activation, % at 3 µM; 360,000 tested, 0.02% active; AID 602247;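 active means activation above the run cutoff, the mean activation of all test compounds plus 3 SD, cut at about 40% in these data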;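 further: peak over basal fluorescence ratio in a 140 s read after ATP addition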
# M5 PAM: potentiates acetylcholine response at human M5 receptor. activation, % at 3 µM. P08912. AID 624038. CHO-K1 hM5, Fluo-8 calcium, ACh EC20 PAM; 0% = ACh EC20, 100% = ACh EC100. 360,000 tested, 0.3% active;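 active means activation above the run cutoff, the mean activation of all test compounds plus 3 SD, cut at about 18% in these data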
#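 Assay system: CHO-K1 hM5 cells. Also added: acetylcholine at EC20 concentration, added after compound. Dosing: 3 µM, single dose. Times: compound preincubation 140 s before EC20 acetylcholine addition. Signal: Fluo-8 calcium fluorescence. Measure: % activation relative to EC20 and EC100 ACh responses. Repeats: singlicate, one well per test compound.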
# TAAR1 agonist: human TAAR1 agonism; 360,000 tested, 0.99% active; activation, % at 3 µM; CHO RD-HGA16 TAAR1, Fluo-8 calcium fluorescence; vehicle wells 0%, saturating PEA agonist 100%;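 active means activation above the mean activation of all test compounds in the run plus 3 SD, cut at about 38% in these data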
#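 Signal – calcium-sensitive Fluo-8 signal, excitation 470-495, emission 515-575 nm · System – RD-HGA16 (CHO) cells co-expressing Gα16 and hTAAR1 · Incubation – 17-24 h seeding, 75 min 37 °C dye, 30 min RT · Compound dosing – 3 µM single concentration · Repeats – no replicates (n 1)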
# CRFR2-BP antag: CRF-BP/CRF-R2 complex antagonism | HEK293 CRF-R2/CRF-BP, CRF-induced calcium fluorescence | inhibition, % at 11.8 µM | 350,000 tested, 0.59% active | AID 588475;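 active means inhibition of the ligand-induced calcium signal above about 50% at the single tested concentration, limit read from the data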
# TAAR1 antag: antagonists of human TAAR1; Q96RJ0; CHO RD-HGA16 TAAR1, Fluo-8 calcium fluorescence, antagonist; inhibition, % at 3 µM; 360,000 tested, 1.5% active;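 active means inhibition above a per-plate cutoff, the mean inhibition of test compounds on that plate plus 3 SD, cut at about 49% in these data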;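 further: 0% = DMSO plus EC80 beta-PEA response and 100% = DMSO alone without agonist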
#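 Test system – hTAAR1-expressing CHO RD-HGA16 cells, Gα16-coupled · Reagent – β-PEA at EC80 concentration, post-compound challenge · Compound dosing – 3 µM, single point · Timing – 140 s kinetic read after compound, 140 s after agonist · Detection – Fluo-8 intracellular calcium dye fluorescence, real-time kinetic reads · Control set – DMSO and EC80 PEA controls · Repeats – n of 1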
# CRFBP-R2 agonist: CRF-BP/CRF-R2 complex agonism | activation, % at 13.2 µM | HEK293 CRF-R2/CRF-BP, calcium dye fluorescence (FLIPR); percent of saturating CRF peptide response | 350,000 tested, 0.46% active;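 active means activation of at least 50%, plus an integration ratio under a set limit after plate pattern correction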;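 further: plate controls were neutral control wells without compound for no effect and CRF at EC100 for full effect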
# CHRM5 agonist: CHRM5 agonism in calcium assay | P08912 | CHO-K1 hM5 cells, Fluo-8 calcium fluorescence; 0% DMSO wells, 100% maximal acetylcholine response | activation, % at 3 µM | 360,000 tested, 0.19% active | AID 624037;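 active means activation above the run's mean over test compounds plus 3 SD, cut at about 23% in these data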;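 further: signal is peak over basal fluorescence ratio across the kinetic read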
# An asterisk follows results filed as active; x = not tested or not shown.
SMILES,CHRM4 PAM,M5 antag,CHO-K1 Ca PAM,M5 PAM,TAAR1 agonist,CRFR2-BP antag,TAAR1 antag,CRFBP-R2 agonist,CHRM5 agonist
Cc1cccc(NC(=O)Nc2nnc(-c3ccccc3)o2)c1,0,6,11,-5,8,15,7,-0.1,0
S=c1[nH]nc(COc2ccccc2)n1/N=C/c1ccc(Cl)c(Cl)c1,2,9,19,0,1,18,-12,-1.6,-4
CC(=O)Nc1cccc(-c2ccnc3c2CC(C(=O)NCC2CC2)O3)c1 (stereo not drawn),4,1,7,-1,1,x,-2,x,2
Nc1nc(N)nc(-c2ccc([N+](=O)[O-])o2)n1,0,11,16,5,0,-2,-4,1.3,-1
Cc1cc(C)cc(Cn2cc(CN3CC(N4CCN(CCO)CC4)CS3(=O)=O)nn2)c1 (stereo not drawn),-1,7,10,0,1,x,-13,x,1
CCOC(=O)N1CCN(CC(O)COc2cc(C)ccc2C(C)C)CC1 (stereo not drawn),-2,12,-2,-9,12,7,4,0.1,-7
CCOC(=O)/C=C1\CN(Cc2ccc(OC)cc2)S(=O)(=O)c2ccccc21,3,9,8,-4,13,16,-11,-0.2,-5
CCCC(=O)Nc1ccc(C(=O)NNC(=O)c2ccco2)cc1,6,10,-10,-6,2,-9,-5,-0.4,-1
CCOc1ccccc1CN1CCN(Cc2ccc(C)o2)CC1CCO (stereo not drawn),-1,5,-2,-3,6,5,-5,-1.1,-2
COc1ccc(NC(=O)CSc2nc(C)cs2)c(OC)c1,4,-1,24,7,2,0,2,-0.5,-3
CC(C)n1cc(CN2CCN(CCc3ccccc3)C(CCO)C2)cn1 (stereo not drawn),-3,11,-6,0,3,-6,-40,0.8,-3
Cc1cc(OCC(=O)Nc2nccs2)c2c(C)cc(=O)oc2c1,-2,4,-10,-4,1,-14,-7,0.4,-2
OC(COCc1ccccc1)CN1CCCC1 (stereo not drawn),9,1,10,3,0,4,-4,-0.7,-2
O=C(NCC1CC1)C1(C(F)(F)F)CC(CCc2ccccc2)CCCO1 (stereo not drawn),0,9,1,-1,4,-6,17,1.1,-7
O=C1Nc2ccccc2C1Cc1ccc(OC(F)(F)F)cc1 (stereo not drawn),-6,-11,-6,5,6,-3,-6,-0.9,1
CCNC(=O)C1CCCN(C(=O)c2ccc(F)c(Cl)c2)CC1 (stereo not drawn),-2,-3,22,2,1,x,4,x,0
O=C(NC(=Nc1ccccc1)N1CCOCC1)Nc1ccccc1,11,2,3,10,5,7,-31,5.1,-2
COc1ccc2c(c1)c(=O)c(C(=O)c1ccc(F)cc1)cn2CC(=O)Nc1ccc(F)cc1,4,2,14,-2,16,-15,33,3.2,1
COc1cc(NC(=S)NCCc2ccc(S(N)(=O)=O)cc2)c(OC)cc1Cl,-2,6,6,0,-1,6,18,-3.1,-2
CCC(=O)Nc1cc(C(=O)OCC(=O)c2ccc(Cl)cc2Cl)ccc1C,7,-8,15,6,4,11,-14,-2.9,-2
Cc1ccc(NS(=O)(=O)c2ccc(-n3cccn3)cc2)cc1Cl,1,6,3,1,0,7,-6,-1.0,3
CCCCN(C)CCNC(=O)c1cc2c(-c3cccc(OC)c3)nn(C)c2s1,-1,-5,1,0,3,2,-1,0.3,-6
COc1ccc(C2NC(C(=O)O)Cc3c2[nH]c2ccccc32)cc1OC (stereo not drawn),8,2,6,-15,1,-28,0,1.2,-7
O=C(N/N=C/c1cccnc1)c1ccc([N+](=O)[O-])cc1,8,6,17,-6,4,3,-2,-0.2,-6
O=C(C1=C[C@@H](C2CCCCC2)C[C@@H](OCCCCO)O1)N1CCOCC1,14,7,13,5,14,-4,6,1.2,0
# More compounds.
SMILES,CHRM4 PAM,M5 antag,CHO-K1 Ca PAM,M5 PAM,TAAR1 agonist,CRFR2-BP antag,TAAR1 antag,CRFBP-R2 agonist,CHRM5 agonist
O=C(c1ccccc1)c1cc(-c2ccccc2)on1,15,3,9,-10,10,7,10,1.5,-4
CCCN(C(=O)CSCc1ccc(C)cc1)c1c(N)n(Cc2ccccc2)c(=O)[nH]c1=O,6,-4,-10,2,0,-19,-6,1.3,0
CCc1ccc(NC(=O)C2CCN(C(=O)[C@@H]3Cc4ccccc4CN3)CC2)cc1,13,7,18,3,4,-7,-5,1.4,-9
CCCCn1c(-c2cccc(C)c2)nc2cc3[nH]c(=O)c(C(C)C)nc3cc21,2,10,10,-6,15,-9,25,4.4,2
Cc1cc(NC(=O)CC(CN(C)S(=O)(=O)c2ccccc2)c2ccccc2)no1 (stereo not drawn),0,-1,5,0,2,-30,-18,-1.7,0
COc1ccccc1NC(=O)CSc1ccc2nnc(-c3cccnc3)n2n1,4,-1,16,-2,0,9,4,1.1,0
CC(=O)Nc1ccc(NC(=O)c2cc(=O)c3ccc(C)cc3o2)cc1,-8,12,-7,-10,3,-49,-5,29,0
Cc1nc(=O)c(-c2ccccc2)c(C)n1-c1cccc(/C=C/C(=O)O)c1,-2,0,-5,3,4,4,-3,-0.6,-3
COc1cccc(C(=O)Nc2ccc(NC(=O)C3CC3)cn2)c1,-4,-5,8,11,9,0,-1,-0.5,1
CN(C)S(=O)(=O)Oc1cccc(C(=O)Nc2ccc(Cl)cc2)c1,-12,9,1,-37,18,-12,26,-0.5,-4
O=S(=O)(c1ccccc1)n1c(C(O)c2ccccn2)cc2ccccc21 (stereo not drawn),2,9,11,-3,0,-29,-15,0.2,-1
COc1ccc(-n2c(=O)/c(=C\c3cccs3)s/c2=C(/C#N)C(=O)N2CCN(C)CC2)cc1,-1,7,-5,1,11,-6,-33,-0.8,1
Cc1cc(NC(=O)c2ccc3c(c2)C(=O)N(C2CCCCC2)C3=O)no1,-4,-1,13,1,3,2,-15,-1.3,-1
O=C(NN=Cc1ccc(OC(F)F)cc1)c1ccc(NS(=O)(=O)c2cccs2)cc1,11,4,-6,8,10,8,-1,-3.0,2
COC(=O)CN1CCN(C(=O)c2ccco2)CC1,3,-5,-17,9,1,11,-22,0.8,-3
COc1ccc(N=Cc2oc3ccc4ccccc4c3c2O)cc1,-6,19,9,-20,17,-62,28,29,47*
CCCc1nnc(SCC(=O)NC2CCCC2)n1CCOC,0,7,17,1,-2,5,-4,-0.2,-3
COC(=O)C1CC(C(=O)OC)C2C(C(=O)OC)CC(C(=O)OC)C12 (stereo not drawn),4,3,20,2,1,-1,-1,5.4,3
Cc1ccccc1C(=O)Nc1nnc(SC(C)C)s1,11,-7,-17,2,2,-38,17,11,-1
Cc1cccc(NC(=O)CCCN2C(=O)C3CC=CCC3C2=O)c1 (stereo not drawn),1,7,8,-2,16,-9,-32,0.4,-4
COc1cccc(CNc2ccc(N3CCCCC3)cc2)c1OC,0,-6,11,0,3,3,-8,-1.4,-2
Cc1cc(NC(=O)c2cc([N+](=O)[O-])cc([N+](=O)[O-])c2C)no1,5,7,10,0,0,-25,11,-1.3,1
O=C(CCCn1c(=S)[nH]c2ccc(Br)cc2c1=O)NCc1ccccn1,5,9,4,-1,-2,-26,-36,-0.9,-4
O=C(c1cn(-c2ccccc2)nc1-c1ccncc1)n1nnc2ccccc21,-3,-8,11,3,6,24,-4,1.6,-2
COc1ccc(S(=O)(=O)CCC(=O)O)cc1,6,-3,22,-1,-1,-1,15,-0.3,-2

# Overlap with the part before: two compounds; new compounds follow.
SMILES,CHRM4 PAM,M5 antag,CHO-K1 Ca PAM,M5 PAM,TAAR1 agonist,CRFR2-BP antag,TAAR1 antag,CRFBP-R2 agonist,CHRM5 agonist
O=C(c1cn(-c2ccccc2)nc1-c1ccncc1)n1nnc2ccccc21,-3,-8,11,3,6,24,-4,1.6,-2
COc1ccc(S(=O)(=O)CCC(=O)O)cc1,6,-3,22,-1,-1,-1,15,-0.3,-2
Cc1cccc(N=Nc2c(C)[nH]n(-c3ccccc3)c2=O)c1,14,-13,20,4,5,-8,13,0.0,1
O=C1N/C(=C\c2ccc(N3CCOCC3)c(F)c2)C(=O)N1Cc1ccccc1,15,0,13,-5,17,-49,-7,4.4,-4
CCC(c1nnnn1CC1CCCO1)N(CCCO)Cc1cc2cccc(C)c2[nH]c1=O (stereo not drawn),8,-6,19,-1,8,-5,7,-1.4,0
CCC(C)[C@H](NC(=O)N1CC(=O)Nc2ccccc21)C(=O)N[C@@H](Cc1c[nH]c2ccccc12)C(=O)O (stereo partly drawn),1,5,-6,-1,4,0,-14,-2.5,2
NS(=O)(=O)c1ccc(NC(=O)CSc2ccccc2)cc1,-4,-1,-11,-1,2,11,15,-0.7,-2
O=C(OCC#CCSc1nnc(-c2ccccc2)o1)c1cc2ccccc2o1,-1,-13,14,12,2,-9,-25,7.1,-1
O=C(COc1ccc([N+](=O)[O-])cc1)Nc1ccc(CN2CCOCC2)cc1,-5,12,9,-6,10,4,-1,0.9,2
CCCN1CCN(c2ncnc3c2nnn3Cc2ccccc2)CC1,0,-2,8,-13,11,26,-2,-1.7,-14
O=C1NC(=S)NC1=Cc1ccc(O)cc1,0,17,9,-1,1,18,1,2.8,4
COCCn1c(SCC(=O)N2CCCC2=O)nc2sc(C)c(C)c2c1=O,-2,5,0,2,1,-8,-14,-4.0,1
COc1ccccc1Nc1nc(-c2sc(NC(=O)CC(C)C)nc2C)cs1,20,-9,-9,2,0,-4,1,-1.8,3
CCc1nnc(NS(=O)(=O)c2ccc(N/C=C(\C=O)c3nc4cc(Cl)ccc4o3)cc2)s1,-4,2,18,-2,9,48,3,0.1,-1
Cc1ccc(C(C)C)c(OCCNCCc2ccccc2)c1,-16,-2,28,-27,44*,-21,25,0.2,-12
COC(=O)CSc1nnc(COc2cccc3ccccc23)o1,0,-14,-1,6,-1,-6,-5,2.6,-7
CCCCCCCCN1C(=O)[C@H](CC(=O)NCCCOCCCC)C[C@@]2(C(=O)OC)CCCCC=C12,0,4,-7,-8,-1,x,-12,x,-1
CC1CCc2sc(C(=O)NCc3ccc(F)cc3)cc2C1 (stereo not drawn),-11,5,5,-6,10,16,12,0.5,-8
CCCCP(=O)(CCCC)c1ccccc1C(=O)O,2,3,-9,-1,4,4,-13,1.1,-4

# One compound at a time, as listed above. Order of screens: CHRM4 PAM, M5 antag, CHO-K1 Ca PAM, M5 PAM, TAAR1 agonist, CRFR2-BP antag, TAAR1 antag, CRFBP-R2 agonist, CHRM5 agonist
# CC1CCc2sc(C(=O)NCc3ccc(F)cc3)cc2C1 (stereo not drawn) is entered as -11, 5, 5, -6, 10, 16, 12, 0.5, -8
# CCCCCCCCN1C(=O)[C@H](CC(=O)NCCCOCCCC)C[C@@]2(C(=O)OC)CCCCC=C12 is entered as 0, 4, -7, -8, -1, x, -12, x, -1
